High-throughput results from PubChem BioAssay.
D3 antag: D3 dopamine receptor (human) antagonism. 2.5% of 360,000 active. D3R cells, DiscoveRx beta-arrestin luminescence, antagonist mode; active compounds read low. AID 652054. max response, negative = inhibition, %. P35462; in the data active = max response below about -50%; inconclusive = no clear call, values can overlap the other calls; also: % is scaled to controls: 0 for no effect and ±100 for the full control effect; mostly tested at two doses, the higher about 12 µM
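Cells expressing the human receptor were seeded at 1500 cells/well, incubated overnight at 37 degrees C in 5% CO2, then exposed to library compounds with dopamine controls for 90 minutes at 37 degrees C before luminescent detection.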
TDP43 rescue: TDP-43 toxicity inhibition in yeast; TDP-43 expressing yeast growth rescue, BacTiter-Glo, 24 h; Potency, µM (top dose mostly 46.1 µM), inactives show top-dose growth rescue (activation), most hits filed as activators; 1.8% of 410,000 active; AID 652104; also: potency is read from the fitted curve at half-maximal effect; % of control where 0% means no effect; nearly all actives have a fitted effect of over 50% in size
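Galactose-induced TDP-43 yeast, OD600=0.02, compound pinned; 24 hr, 30 deg C; BacTiter-Glo luminescence for growth. Inhibitors of TDP-43 toxicity read as activators.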
aSyn rescue: rescues yeast growth from alpha-synuclein toxicity; Potency, µM (titrated, usually from 46.1 µM), for the others: at the top dose growth rescue (activation), actives largely listed as activators; AID 652106; Yeast expressing alpha-synuclein, growth rescue, BacTiter-Glo, 24 h; 0.14% of 370,000 active; also: potency is read from the fitted curve at half-maximal effect; % of control where 0% means no effect; nearly all actives have a fitted effect of over 65% in size
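Galactose-induced alpha-syn yeast (OD600=0.02, raffinose-pregrown) + pinned cpd, 24 hr, 30 deg C; growth by BacTiter-Glo luminescence. Growth restoration scores as activation.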
D3 ag: agonists of human D3 dopamine receptor. D3R DiscoveRx beta-arrestin cells, luminescence, 90 min. max activation, %. AID 652048. 0.58% of 410,000 active; in the data active = max activation above about 30%; also: 0% is about no effect; mostly tested at two doses, the higher about 12 µM
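Cells at 1500/well, incubated overnight, then treated with pinned compounds (dopamine as control) for 90 min at 37 degrees C. DiscoveRx reagent added for 30 - 60 minutes at room temperature; luminescence read.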
EPAC2 ag: agonists of human EPAC2 (RAPGEF4); Q8WZA2; EPAC2 activation, biochemical qHTS; response scale: 100% = 6.5 mM cAMP response; Potency, µM (highest dose often 154 µM), without a hit: top-dose activation, hits mostly activators; 0.079% of 360,000 active; also: potency is read from the fitted curve at half-maximal effect; nearly all actives have a fitted effect of over 50% in size
Target sequence (Q8WZA2 whole entry, looked up): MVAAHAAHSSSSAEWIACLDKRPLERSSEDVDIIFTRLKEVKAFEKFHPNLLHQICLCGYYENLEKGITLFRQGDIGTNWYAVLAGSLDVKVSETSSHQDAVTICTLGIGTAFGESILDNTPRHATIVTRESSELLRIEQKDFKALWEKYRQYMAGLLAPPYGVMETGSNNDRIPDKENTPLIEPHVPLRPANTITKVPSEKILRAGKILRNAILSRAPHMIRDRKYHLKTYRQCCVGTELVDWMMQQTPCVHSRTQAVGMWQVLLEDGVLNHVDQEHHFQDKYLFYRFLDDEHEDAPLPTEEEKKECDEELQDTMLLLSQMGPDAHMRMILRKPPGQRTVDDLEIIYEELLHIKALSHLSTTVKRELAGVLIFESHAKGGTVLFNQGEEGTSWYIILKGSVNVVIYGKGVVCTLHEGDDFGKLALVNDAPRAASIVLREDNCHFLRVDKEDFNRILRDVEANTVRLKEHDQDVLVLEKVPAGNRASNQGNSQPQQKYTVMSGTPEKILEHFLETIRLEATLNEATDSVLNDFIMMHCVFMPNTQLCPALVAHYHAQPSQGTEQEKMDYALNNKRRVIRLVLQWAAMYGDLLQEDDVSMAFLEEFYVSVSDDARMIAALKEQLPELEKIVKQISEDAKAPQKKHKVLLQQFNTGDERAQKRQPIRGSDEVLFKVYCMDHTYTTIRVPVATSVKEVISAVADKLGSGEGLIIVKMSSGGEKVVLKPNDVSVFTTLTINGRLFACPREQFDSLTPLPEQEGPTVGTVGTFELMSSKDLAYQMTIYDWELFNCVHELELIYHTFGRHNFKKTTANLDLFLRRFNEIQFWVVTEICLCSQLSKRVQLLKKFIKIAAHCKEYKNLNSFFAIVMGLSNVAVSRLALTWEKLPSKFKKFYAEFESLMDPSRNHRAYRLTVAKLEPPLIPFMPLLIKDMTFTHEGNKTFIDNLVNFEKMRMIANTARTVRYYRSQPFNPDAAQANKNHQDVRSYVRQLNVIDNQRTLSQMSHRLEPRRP
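Guanine nucleotide exchange by EPAC2 is measured as reduced fluorescence of BODIPY-GDP once it is released from 250 nM Rap1B. Plates are read kinetically for 30 min at room temperature; results are scaled to 6.5 mM cAMP.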
EPAC2 antag: antagonists of human EPAC2; EPAC2 GEF exchange of Rap1B-BODIPY-GDP, fluorescence; Potency, µM (highest dose often 114 µM), for the others: at the highest dose activity, negative = inhibition, usual class: inhibitors; 0.18% of 360,000 active; also: potency is read from the fitted curve at half-maximal effect; % is scaled to controls: 0 for no effect and ±100 for the full control effect; nearly all actives have a fitted effect of over 45% in size; many of its hits are not listed in these tables
FUS suppressor: suppressors of FUS proteinopathy in yeast | S. cerevisiae FUS-expressing, growth rescue, OD600, 24 h | Potency, µM (highest dose often 76.6 µM), for the others: at the top dose growth rescue (activation), usual class: activators | 0.24% of 390,000 active | AID 1347120;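 also: potency is read from the fitted curve at half-maximal effect; plate controls were DMSO vehicle for no effect and reference control for full effect; nearly all actives have a fitted effect of over 55% in size; some results filed as inactive show a strong effect at the top dose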
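Galactose (2%) drives FUS expression in yeast precultured in raffinose; seeding density OD 0.005. Test compounds incubated 24hr at 30C and 99% humidity before absorbance at 600 nm was measured.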
Abeta yeast res: restores growth of yeast expressing A-beta42 peptide | 0.063% of 410,000 active | Potency, µM (highest dose often 46.1 µM), inactives show top-dose growth rescue, hits mostly activators | yeast expressing A-beta42, growth rescue, OD600, 48 h; response scale: 0% DMSO, 100% iron-clioquinol control; also: potency is read from the fitted curve at half-maximal effect; nearly all actives have a fitted effect of over 55% in size
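Growth rescue measured by 600 nm absorbance after 48 h yeast culture at 30 C with compound. Values normalized between DMSO and an equimolar ferric chloride plus clioquinol control.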
An asterisk follows results filed as active; u = inconclusive; x = not tested or not shown; & = joins results of further samples; [ ] = dose if it differs, or a comment. Unless noted, calls follow the shape of the dose curve; as a rule, active = well fitted curve in the direction sought with a large enough effect; inconclusive = small, poorly fitted or top-dose-only effect, or another doubt; inactive = no such curve, though single readings can be large; an effect the other way counts as inactive or inconclusive.

SMILES | D3 antag | TDP43 rescue | aSyn rescue | D3 ag | EPAC2 ag | EPAC2 antag | FUS suppressor | Abeta yeast res
CCCNC(=O)C1CN(C(=O)c2nn(Cc3ccccc3)c(=O)c3ccccc23)c2ccccc2O1 (stereo not given) | 7 | 13% | -10% | 0 | 0% | -1% | x | 8%
COc1ccc(NC(=O)COC(=O)c2c(-c3ccccc3)noc2C)cc1 | -16 | -1% | -6% | -1 | 2% | -9% | 24% | 14%
COCCN(C(=O)C(C)N1C(=O)c2ccccc2C1=O)c1c(N)n(CC(C)C)c(=O)[nH]c1=O (stereo not given) | 17 | -13% | -1% | 4 | 3% | 13% | -2% | 3%
COc1ccc(/C=N/Nc2nc3ccccc3o2)cc1O | -10 | 30% | -10% | 0 | 3% | -4% | 2% | 11%
COc1ccc(C2NC(=O)N(C)C3=C2C(=O)CC(C)(C)C3)cc1OC (stereo not given) | -6 | -5% | 1% | -1 | 1% | 10% | -25% | -12%
CCOc1ccccc1-n1nnnc1SCC(=O)N1CCCC1=O | 2 | 6% | 14% | -7 | -1% | -3% | -18% | -13%
O=C(COC(=O)CCC(=O)c1ccc(F)cc1)Nc1nnc(-c2ccccc2)o1 | -3 | -20% | 1% | -9 | -6% | 3% | 13% | -9%
C/C(=C\COc1cc(=O)[nH]c2ccccc12)CCC(O)C(C)(C)O (stereo not given) | 22 | 8% | 0% | 2 | 6% | 1% | -9% | -4%
COc1cc(/C=C(\NC(C)=O)C(=O)Nc2ccc(NC(C)=O)cc2)ccc1OC(C)=O | 22 | -23% | 2% | 6 | -8% | -16% | 7% | -19%
CCOC(=O)c1sc(N2C(=O)C(O)=C(C(=O)c3ccco3)C2c2ccc(C)o2)nc1C (stereo not given) | 83 | 2% | 8% | 15 | -11% | -3% | 35% | 0%
CC(C)Oc1ccc(CNC(=O)c2ccc3nc(SCc4ccc(F)cc4)n(C)c3c2)cc1 | x | -2% | x | -18 | x | x | 11% | -16%
CC(O)Cn1c(N2CCCC2)nc2c1c(=O)n(C)c(=O)n2C (stereo not given) | 8 | 17% | 2% | 8 | 3% | 12% | -22% | -4%
Cc1ccc(-n2ccnc(SCC(=O)NC3CCCCC3)c2=O)cc1F | -4 | -12% | -4% | 0 | -3% | 12% | 13% | -10%
O=C1NC2(CCCCC2)N=C1c1ccccc1 | 3 | -5% | 0% | 9 | 2% | 6% | 0% | 10%
COc1ccc(-c2cc(C(F)(F)F)nc(-n3cc(Br)cn3)n2)cc1 | 0 | 0% | 1% | 1 | 1% | -2% | 4% | 15%
Cc1cccc(NC(=O)CSc2nc3ccccc3c3nc(CCc4c(C)n[nH]c4C)nn23)c1 | 23 | 17%&0% | 0% | 0&5 | -13% | -8% | u | -2%&9%
CCn1c(=O)cc(SCC(=O)NCc2cccnc2)c2ccccc21 | -17 | -21% | 1% | 12 | 2% | 8% | 14% | 4%
CCCCN(Cc1cc2cc(C)ccc2[nH]c1=O)C(=O)c1cccc(Cl)c1 | x | 16% | x | 9 | x | x | -4% | -11%
CC(=O)c1c[nH]c(C(=O)NCc2ccccc2Cl)c1 | 17 | 12% | 1% | 0 | 7% | -25% | -25% | -1%
CCc1ccc(S(=O)(=O)Nc2ccc3[nH]c(=O)sc3c2)cc1 | x | 16% | x | -7 | x | x | -1% | -2%
O=C(CN1C(=O)NC2(CCCC2)C1=O)OCc1ccccc1F | 1 | 7% | -1% | -10 | -2% | -1% | x | -4%
CCOc1ccccc1NC(=O)c1ccc2[nH]c(C)c(C)c2c1 | 0 | 15% | -3% | -3 | -3% | -3% | -9% | -10%
CCc1ccc2cc(C)cc(C)c2n1 | 31 | 8% | -5% | 8 | 2% | 4% | -40% | -20%
CCOc1ncc(S(=O)(=O)N2CCN(CC)CC2)cc1C(=O)O | 1 | 6% | -1% | 12 | 4% | 1% | -28% | 11%
O=C(NCc1ccco1)c1cc([N+](=O)[O-])ccc1N1CCOCC1 | 5 | 10% | -2% | 0 | 2% | 3% | 0% | 6%
Cc1cc(O)ccc1N/C=C1\CCCC1=O | 23 | u | 11% | 7 | -5% | 6% | 22% | 3%
CC(=O)N1CCN(Cc2nc3cc(NC(=O)c4ccccc4C)ccc3n2C)CC1 | 10 | 10% | -9% | 1 | 27% | 17% | 9% | 5%
Cc1cc(NC(=O)CSCC(=O)OC(C)C(=O)N(C)Cc2ccccc2)no1 (stereo not given) | 2 | -10% | -13% | 1 | 13% | 1% | 11% | 3%
Cc1ccc2nc(-c3ccccc3)c(Cc3cccc(F)c3)n2c1 | 3 | 0% | 2% | 1 | 12% | u | -7% | -1%
COc1ccc(OCC(=O)N2CCN(C(=O)COc3ccc(Br)cc3)CC2)cc1 | 29 | 18% | x | 2 | -1% | 0% | -15% | 25%
CCN(CC)C(=O)c1ccc2nc([C@@H]3O[C@H](CO)[C@H](O)[C@H](O)[C@H]3O)[nH]c2c1 | 7 | 8% | -7% | 2 | 9% | 6% | -16% | 9%
CCOc1ccccc1CN1CCN(Cc2c[nH]c3ccccc23)CC1CCO (stereo not given) | -6 | 23% | -1% | -3 | -6% | 5% | 12% | u
Cc1ccc2nc(N(CCN(C)C)C(=O)c3ccc4ccccc4c3)sc2c1 | -9 | -23% | -8% | -13 | 5% | -5% | 11% | -5%
COc1ccc(N2CCCC2=N)c(OC)c1 | -13 | -11% | -13% | -3 | 6% | 2% | 10% | -1%
CN(C)CCCNc1ncnc2sc(-c3ccccc3)cc12 | u | 1% | -9% | -18 | 7% | 1% | -5% | 17%
Cc1ccc(CNC(=O)C2(C)CCN2C(=O)Cc2ccc(C(C)(C)C)cc2)cc1 (stereo not given) | 12 | 19% | 13% | 6 | 2% | -25% | u | 15%
COc1cccc(NC(=O)CN(C)C(=O)c2cccc(NS(=O)(=O)c3ccccc3)c2)c1 | -8 | 7% | -8%[1.84 µM] | 2 | 4% | -12% | u | -1%
Cc1ccc(C(=O)Nc2cc(Cl)ccc2N2CCCCC2)s1 | 0 | -19% | -5% | 2 | 8% | -12% | -10% | -39%[inhibitor]
Cc1cccc(C(=O)NC(=S)Nc2c(C)n(C)n(-c3ccccc3)c2=O)c1 | -25 | -6% | 3% | -5 | 2% | 2% | 7% | -10%
CCOc1ccc(-c2nnc(SCC(=O)O)n2Cc2ccccc2)cc1 | -15 | x | 2% | 17 | 2% | 0% | 4% | 14%
Cn1c(CNc2nc(-c3ccccc3)cs2)nnc1SCC(=O)N1CCc2ccccc21 | -8 | 1% | 4% | -8 | -8% | -3% | 0% | 11%
COc1ccc(-c2noc(=O)n2CC(=O)N2CCC(Cc3ccccc3)CC2)cc1 | -2 | u | -2% | 1 | 0% | 6% | 34% | 21%
O=S(=O)(c1ccccc1)N1CCN=C1SCc1ccccc1 | -23 | u | 18% | -7 | 19% | -22% | 12% | 13%
O=C(NCCc1ccccc1F)c1[nH]c(C(F)(F)F)nc1-c1ccccc1 | 37 | 0% | 2% | 13 | 13% | 3% | 11% | 7%
COc1cccc(NC(=O)c2ccc(-c3nc(COc4ccc(C)cc4)c(C)o3)cc2)c1 | x | -6% | x | 1 | x | x | -7% | -6%

2 compounds picked at random from those above:
SMILES | D3 antag | TDP43 rescue | aSyn rescue | D3 ag | EPAC2 ag | EPAC2 antag | FUS suppressor | Abeta yeast res
Cc1ccc2nc(N(CCN(C)C)C(=O)c3ccc4ccccc4c3)sc2c1 | -9 | -23% | -8% | -13 | 5% | -5% | 11% | -5%
COc1cccc(NC(=O)CN(C)C(=O)c2cccc(NS(=O)(=O)c3ccccc3)c2)c1 | -8 | 7% | -8%[1.84 µM] | 2 | 4% | -12% | u | -1%

Gathered by group: those above containing a CF3 group
SMILES | D3 antag | TDP43 rescue | aSyn rescue | D3 ag | EPAC2 ag | EPAC2 antag | FUS suppressor | Abeta yeast res
COc1ccc(-c2cc(C(F)(F)F)nc(-n3cc(Br)cn3)n2)cc1 | 0 | 0% | 1% | 1 | 1% | -2% | 4% | 15%
O=C(NCCc1ccccc1F)c1[nH]c(C(F)(F)F)nc1-c1ccccc1 | 37 | 0% | 2% | 13 | 13% | 3% | 11% | 7%

More structures
SMILES | D3 antag | TDP43 rescue | aSyn rescue | D3 ag | EPAC2 ag | EPAC2 antag | FUS suppressor | Abeta yeast res
O=C(NCc1ccccc1)C1(C(F)(F)F)CC(CCCO)CCCO1 (stereo not given) | 0 | 20% | 9% | 2 | 2% | -14% | 0% | 1%
Cc1cc(C)nc(NS(=O)(=O)c2ccc(NC(=O)Cc3ccccc3)cc2)n1 | -5 | -2% | -1% | 6 | 5% | u | 17% | -4%
CCC(=O)N1c2ccccc2CC1C(=O)N1CCN(c2ccccc2F)CC1 (stereo not given) | x | u | x | -12 | x | x | 5% | -3%
CC(=O)c1cccc(NC(=O)N2CCCC2C(=O)Nc2ccccc2C)c1 (stereo not given) | 2 | 11% | -2% | 1 | 1% | 7% | 11% | 2%
CC1CC(C)CN(C(=O)c2ccc(C(=O)c3ccccc3)cc2)C1 (stereo not given) | -2 | u | 0% | 3 | -4% | 7% | 13% | 6%
FC(F)(F)c1cc(Cl)c2nnc(C(F)(F)Cl)n2c1 | -6 | -9% | 23% | -2 | 1% | 2% | -9% | -10%
O=C(NCCCN1CCCC1=O)c1cc(-c2cccnc2)nc2ccc(Cl)cc12 | 13 | 7% | 8% | 1 | -3% | 19% | 18% | -5%
CNC(=O)c1ccc(NC(=O)C2CCN(c3ncnc4sc(C)c(C)c34)CC2)cc1 | 17 | 28% | 1% | 7 | 2% | 1% | x | 6%
Nc1c(C(=O)Nc2ccc(F)cc2)sc2nc(-c3ccco3)ccc12 | 22 | 24% | -13% | -5 | 1% | 3% | 35% | -3%
Cn1nc([N+](=O)[O-])c(C(C#N)c2ccccn2)c(Cl)c1=O (stereo not given) | u | 1% | u | -3 | 10% | -2%[57.1 µM] | -5% | -16%
O=C(COC(=O)Cc1ccsc1)NCc1ccccc1 | 1 | 11% | -1% | 6 | -1% | -2% | -16% | -31%[inhibitor]
COc1ccccc1CNc1nc2cc(-c3ccsc3)sc2c(=O)n1C | 31 | 0% | 9% | 5 | 11% | 3% | 13% | 6%
COc1cccc(C(=O)N2CCN(Cc3ccc(OC)cc3OC)CC2)c1 | 1 | 11% | 2% | -15 | 6% | 1% | -7% | 23%
CC(=O)Nc1ccc(S(=O)(=O)N(C)CC(=O)Nc2cccc(S(=O)(=O)N3CCCC3)c2)cc1 | 16 | -18% | -8% | 6 | 7% | 0% | 17% | 11%
Cn1c(-c2ccc(Cl)cc2)ccc(C#N)c1=O | 9 | u | -12% | 4 | 3% | 17% | 4% | -1%

Some of the compounds tested; count on the stated rates, not on these rows.
